Bioassay records deposited in PubChem BioAssay by Sanford-Burnham Center for Chemical Genomics.
ATG4B inh = inhibitors of human ATG4B cysteine protease | Q9Y4P1 | ATG4B cleavage of LC3-PLA2, NBD-HPC fluorescence, 1 h | inhibition, % at 8.33 µM | 340,000 tested, 0.51% active | AID 504462; in the data active = inhibition above about 40%
Target sequence (Q9Y4P1 whole entry, looked up): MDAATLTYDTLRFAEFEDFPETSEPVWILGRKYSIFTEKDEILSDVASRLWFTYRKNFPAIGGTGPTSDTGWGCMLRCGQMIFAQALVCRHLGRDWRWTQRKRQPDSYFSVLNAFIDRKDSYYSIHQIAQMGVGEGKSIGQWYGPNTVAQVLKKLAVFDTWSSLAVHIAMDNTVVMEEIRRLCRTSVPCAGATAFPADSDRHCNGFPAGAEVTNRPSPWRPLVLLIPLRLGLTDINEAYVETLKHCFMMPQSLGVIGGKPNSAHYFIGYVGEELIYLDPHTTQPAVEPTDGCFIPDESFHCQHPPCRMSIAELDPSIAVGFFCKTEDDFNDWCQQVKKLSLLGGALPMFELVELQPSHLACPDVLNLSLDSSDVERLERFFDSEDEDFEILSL
SENP7 block = inhibitors of human SENP7 protease; Q9BQF6; inhibition, % at 5 µM; recombinant SENP7, Z-RLRGG-aminoluciferin luminescence, 40 min; 330,000 tested, 1.5% active;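 active = inhibition above about 50% at the single test dose, limit read from the data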;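 note: plate controls were DMSO with enzyme for no effect and no enzyme buffer wells for full effect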
SENP8 block = SENP8 (human) protease inhibition; Q96LD8; recombinant SENP8, Nedd8 substrate fluorescence; inhibition, % at 20 µM; 360,000 tested, 0.64% active; AID 602440; in the data active = inhibition mostly above about 40%, no sharp cut-off; inactive = mostly below about 27%
Target sequence (Q96LD8 whole entry, looked up): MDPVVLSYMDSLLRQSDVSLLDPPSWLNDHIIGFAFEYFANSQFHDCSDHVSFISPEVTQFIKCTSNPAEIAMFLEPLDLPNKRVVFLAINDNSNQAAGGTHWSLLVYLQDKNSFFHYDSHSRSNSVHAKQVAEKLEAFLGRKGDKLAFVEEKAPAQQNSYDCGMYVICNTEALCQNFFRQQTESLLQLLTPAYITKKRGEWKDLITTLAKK
MPTP block = permeability transition pore inhibition; isolated mouse mitochondria, Ca2+ swelling absorbance, 30 min; AID 602449; 360,000 tested, 1.4% active; inhibition, % at 10 µM;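 active = inhibition of 50% or more, scaled per plate between neutral and stimulator controls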;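 note: 0% = DMSO wells given calcium and 100% = 1 mM EGTA wells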
SENP6 block = SENP6 protease inhibition. Q9GZR1. Recombinant SENP6 catalytic domain, aminoluciferin luminescence. 330,000 tested, 1.8% active. inhibition, % at 10 µM;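 active = inhibition above about 50% at the single tested dose, limit read from the data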;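 note: plate controls were DMSO wells with enzyme for no effect and DMSO wells lacking enzyme for full effect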
Target sequence (Q9GZR1 628-1112 limits assumed): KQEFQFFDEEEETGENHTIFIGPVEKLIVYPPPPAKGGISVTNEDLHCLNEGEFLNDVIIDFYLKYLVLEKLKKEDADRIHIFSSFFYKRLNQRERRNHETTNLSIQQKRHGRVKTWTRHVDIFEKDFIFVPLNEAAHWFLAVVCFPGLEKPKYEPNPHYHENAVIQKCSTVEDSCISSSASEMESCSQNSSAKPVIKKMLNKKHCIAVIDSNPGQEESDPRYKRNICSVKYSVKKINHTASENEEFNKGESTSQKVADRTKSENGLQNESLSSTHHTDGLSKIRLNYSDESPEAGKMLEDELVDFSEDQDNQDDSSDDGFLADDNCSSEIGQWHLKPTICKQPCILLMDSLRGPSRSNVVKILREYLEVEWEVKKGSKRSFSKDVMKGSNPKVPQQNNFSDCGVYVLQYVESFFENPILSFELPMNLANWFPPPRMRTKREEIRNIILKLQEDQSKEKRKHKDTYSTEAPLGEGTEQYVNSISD
PfG6PD inh = PfG6PD (Plasmodium falciparum) enzyme inhibition; 350,000 tested, 0.78% active; PfGluPho enzyme, NADPH resazurin-diaphorase fluorescence; inhibition, % at 20 µM;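 active = inhibition reaching at least a set limit at 20 µM in the primary screen, cut at about 59% in these data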;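 note: 0% = DMSO wells with substrate and 100% = DMSO wells lacking glucose-6-phosphate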
GRIN3A LBD mod = NR3A (human) ligand-binding domain modulation; NR3A LBD differential scanning fluorimetry, Tm shift; 0% = protein alone, 100% = glycine-bound protein; Tm shift relative to glycine control, % at 25 µM; 340,000 tested, 2.5% active; AID 1259313;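 active = melting temperature shift of at least 10% of the positive control shift, at one fixed dose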
HKDC1 inhibitor = inhibitors of human hexokinase HKDC1 | AID 493160 | recombinant HKDC1, G6PDH/diaphorase resazurin coupled fluorescence | Q2TB90 | 340,000 tested, 0.16% active | inhibition, % at 20 µM;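 active = inhibition above about 35% when tested at 20 µM, limit read from the data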;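 note: plate controls were DMSO wells with enzyme for no effect and DMSO wells lacking enzyme for full effect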
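Incubation: 90 min at room temperature in dark / Material: recombinant HKDC1 (HK5) hexokinase enzyme, produced in-house / Quantity: enzyme 5 µg/mL final / Compound: one dose of 20 µM, 1% DMSO / Reagent: glucose and ATP substrates / Buffer or medium: Tris pH 8.0 buffer with MgCl2, Tween-20, BSA, BME / Technique: resorufin fluorescence at 613 nm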
Active calls of the source: *; x = not tested or not shown.

SMILES | ATG4B inh | SENP7 block | SENP8 block | MPTP block | SENP6 block | PfG6PD inh | GRIN3A LBD mod | HKDC1 inhibitor
CCc1ccccc1NC(=S)NCc1cccn1C | 3 | 2 | 0 | -1.7 | 3 | -17 | -1 | 16
Cc1ccc(C(=O)OCC(=O)Nc2ccccc2)cc1NC(=O)c1ccco1 | -3 | -3 | 6 | 1.2 | -9 | -13 | 0 | 1
CCOC(=O)C1(Cc2ccc(Cl)cc2)CCN(C(=O)CCc2ccncc2)CC1 | 4 | 4 | 11 | 0.5 | 2 | 0 | -2 | -3
CCSc1nnc(SCC(=O)NC2CCCCC2)s1 | -5 | -3 | 6 | 0.6 | 8 | 13 | 1 | -4
Cc1onc(-c2ccccc2)c1C(=O)NC(=S)NNC(=O)c1ccc(O)cc1O | 5 | -1 | 7 | -2.8 | 4 | -42 | 5 | -40
Cc1ccccc1S(=O)c1ccccc1C(=O)O (stereo unspecified) | -4 | 6 | 22 | -0.2 | -16 | 12 | 0 | -7
CCC1(c2ccc(Cl)cc2)NC(=S)N(c2ccccc2)N1 (stereo unspecified) | 10 | -2 | 0 | 3.4 | -1 | 18 | -8 | 3
COC(=O)[C@]1(C)N[C@H](CN(C)C(=O)c2ccccc2)[C@@H]2C(=O)N(Cc3ccccc3)C(=O)[C@@H]21 | -11 | 2 | -1 | -0.6 | -11 | 2 | -1 | -6
CCOC(=O)c1sc(N)c(C(=O)Nc2ccccc2OC)c1C | -11 | 1 | -11 | 1.7 | 5 | 66* | 6 | -14
COc1ccc(NC(=O)c2ccccc2S(=O)c2ccccc2C#N)cc1 (stereo unspecified) | -7 | x | 18 | -1.1 | x | -15 | 0 | -3
CCOC(=O)c1nc2sc3c(c2c(=O)[nH]1)CCC(C)C3 (stereo unspecified) | 5 | 9 | -428 | 1.4 | -1 | 1 | 1 | -6
CC(C)N(CCNCC(O)COc1ccc(C(C)(C)c2ccccc2)cc1)C(C)C (stereo unspecified) | 2 | -9 | 12 | 19 | -28 | 13 | 0 | 15
O=C(c1ccco1)N1CCN(C(=S)Nc2ccccc2C(F)(F)F)CC1 | 2 | -9 | 2 | 0.0 | 1 | -3 | 1 | -5
CCCn1c(=O)c2ccccc2n2c(SCCOc3ccc(OC)cc3)nnc12 | -8 | -4 | 5 | 1.6 | -15 | 4 | 11* | -8
COc1ccc(OCc2cc(C(=O)NC3Cc4ccccc4C3)no2)c(Cl)c1 | 23 | -1 | 7 | 0.2 | 10 | -19 | -24 | -3
O=C(NC1CC1)c1cccc(Oc2ccccc2)c1 | 8 | 2 | 7 | 0.4 | 5 | -4 | 0 | -2
CC(C)Cc1nnc(NC(=O)CCC(=O)Nc2ccc(F)cc2)s1 | 1 | 4 | 8 | -0.1 | -2 | -14 | -3 | -2
COCCN(C(=O)Cc1coc2cc(C)c(C)cc12)c1c(N)n(Cc2ccccc2)c(=O)[nH]c1=O | -6 | 0 | 1 | -3.1 | 13 | 0 | 0 | -4
O=C(CNC(=O)c1ccc(Br)o1)NNC(=O)COc1ccccc1Cl | -7 | -3 | 7 | 0.1 | 4 | -2 | 1 | 3
O=C1CC(N2CCOCC2)C(=O)N1c1cc(Cl)cc(Cl)c1 (stereo unspecified) | -4 | -6 | 14 | -1.0 | 13 | -10 | 0 | -12

Overlap with the part before: 7 compounds, then new ones.
SMILES | ATG4B inh | SENP7 block | SENP8 block | MPTP block | SENP6 block | PfG6PD inh | GRIN3A LBD mod | HKDC1 inhibitor
CCCn1c(=O)c2ccccc2n2c(SCCOc3ccc(OC)cc3)nnc12 | -8 | -4 | 5 | 1.6 | -15 | 4 | 11* | -8
COc1ccc(OCc2cc(C(=O)NC3Cc4ccccc4C3)no2)c(Cl)c1 | 23 | -1 | 7 | 0.2 | 10 | -19 | -24 | -3
O=C(NC1CC1)c1cccc(Oc2ccccc2)c1 | 8 | 2 | 7 | 0.4 | 5 | -4 | 0 | -2
CC(C)Cc1nnc(NC(=O)CCC(=O)Nc2ccc(F)cc2)s1 | 1 | 4 | 8 | -0.1 | -2 | -14 | -3 | -2
COCCN(C(=O)Cc1coc2cc(C)c(C)cc12)c1c(N)n(Cc2ccccc2)c(=O)[nH]c1=O | -6 | 0 | 1 | -3.1 | 13 | 0 | 0 | -4
O=C(CNC(=O)c1ccc(Br)o1)NNC(=O)COc1ccccc1Cl | -7 | -3 | 7 | 0.1 | 4 | -2 | 1 | 3
O=C1CC(N2CCOCC2)C(=O)N1c1cc(Cl)cc(Cl)c1 (stereo unspecified) | -4 | -6 | 14 | -1.0 | 13 | -10 | 0 | -12
CCCCOC(=O)Cc1c(O)c2ccccc2[nH]c1=O | -7 | 2 | 0 | -1.1 | 12 | -4 | -7 | -1
COc1ccc(CNC(=O)C2CCNCC2)cc1 | -10 | -2 | 2 | -0.8 | -9 | 20 | 0 | -2
CC(C)(C)C(=O)N1CCC[C@@]1(CO)C(=O)O | -3 | -4 | 0 | -0.6 | -16 | 7 | -4 | -16
CC1(C)C[C@H]2C3=CCC4[C@@]5(C)CC[C@H](O)C(C)(C)C5CC[C@@]4(C)[C@]3(C)[C@@H](O)[C@@H](O)[C@@]2(CO)[C@@H](O)[C@@H]1O (stereo partly specified) | -4 | -6 | -123 | -1.5 | -14 | -10 | -6 | -8
Nc1ccccc1Nc1cc(-c2ccccc2)[nH]n1 | -11 | x | -18 | -0.2 | x | 15 | -8 | 2
COc1ccc(/C=C/c2nc(-c3ccccc3O)n[nH]2)cc1OC | -11 | 43 | -117 | 12 | 67* | -8 | 27* | 0
CC(=O)c1cccc(NS(=O)(=O)c2cc(OCC(N)=O)c(C)cc2Cl)c1 | -8 | 8 | 0 | 3.0 | -23 | 12 | -1 | 1
Cc1cc(Cl)ccc1OCCCC(=O)N/N=C/c1cccc([N+](=O)[O-])c1 | -2 | -9 | 10 | 5.2 | -20 | 112* | 19* | 8
Cc1c(O)ccc2c(CN3CCN(C/C=C/c4ccccc4)CC3)cc(=O)oc12 | -13 | -2 | -378 | 4.4 | -16 | -7 | -3 | 2
COc1ccc(CN2CCNC(=O)C2CC(=O)N(C)C2CCOCC2)c(F)c1 (stereo unspecified) | 3 | -4 | -107 | -0.1 | -2 | -10 | -1 | -1
CC12CN3CC(C)(CN(C1)C3c1ccccc1Cl)C2O (stereo unspecified) | -3 | -1 | 25 | -7.0 | -7 | -6 | -1 | -8
CC(NC(=O)c1ccccc1Cl)NC(=O)c1ccccc1Cl | -9 | 1 | 9 | 0.0 | -8 | 2 | 2 | 0
COc1cc(OC)cc(C(=O)NC(=S)NCc2ccco2)c1 | -7 | -9 | 24 | -0.6 | -4 | 3 | 2 | 5
COc1ccc2cc3cc(C(=O)N4CC(C)CC(C)C4)oc3nc2c1 (stereo unspecified) | 49* | 2 | -311 | 0.6 | 9 | 23 | 0 | 8
CCOC(=O)c1[nH]c2ccc(OC)cc2c1NC(=O)N1CCOCC1 | 7 | 14 | -497 | -1.6 | -1 | 4 | 0 | -4
O=C(Oc1cccnc1)c1ccco1 | -2 | 5 | 7 | 7.4 | -9 | 11 | -1 | -8
Cc1ccc(NC(=O)O/N=C2\CCCCC2c2ccc([N+](=O)[O-])cc2[N+](=O)[O-])cc1 (stereo unspecified) | -5 | 5 | 22 | -2.6 | 23 | 15 | -1 | -6
COc1ccccc1NS(=O)(=O)c1cc(NC(=O)c2ccco2)ccc1N1CCOCC1 | -10 | 2 | 7 | 0.3 | 11 | 4 | -4 | -3
CCO[C@H]1OC(C(=O)NCc2ccccc2)=C[C@@H](C)[C@@H]1CCCO | 3 | 8 | 5 | -2.2 | -15 | -16 | -1 | -5
O=C(OCc1nnc(-c2ccc([N+](=O)[O-])cc2)o1)C1CCN(C(=O)c2ccc(F)cc2)CC1 | -21 | -2 | 11 | -0.1 | -21 | 6 | -1 | 5
[N-]=[N+]=N[C@@H](CCN1CC[C@H](O)CCC1=O)c1ccccc1 | 2 | -2 | 0 | 0.0 | -8 | -10 | -3 | -8
COc1cc(C(=O)COC(=O)CNC(=O)C2CCCCC2)cc(OC)c1OC | 4 | -1 | 12 | 0.2 | 6 | 8 | 3 | -7
N#CCSc1nc2ccccc2c(=O)n1C1CCCCC1 | 33 | -13 | 16 | 0.4 | 0 | 2 | 2 | 0
O=C(Nc1cccnc1)c1cnc2ccccc2n1 | -9 | 0 | 19 | -0.8 | 18 | 11 | -11 | -3
CC1(C)CC(CCC(=O)NC(=S)Nc2ccccc2Cl)C(=O)O1 (stereo unspecified) | -15 | -8 | 11 | 1.2 | -16 | 8 | 1 | -2
O=S1(=O)C=CC(Nc2ccccc2)C1 (stereo unspecified) | 0 | -8 | 26 | -0.6 | -25 | -7 | -2 | -8
COc1cc2nc(-c3ccc(Br)o3)oc(=O)c2cc1OC | 4 | 4 | -409 | -0.7 | -13 | -8 | 0 | 10
Cc1noc(NC(=O)c2ccccc2Cl)c1C#N | -1 | -3 | 16 | -4.2 | -10 | -17 | -1 | -6
CCC(=O)Nc1ccc(C(=O)Nc2ccc(Br)cc2F)cc1 | 6 | -11 | 18 | 1.6 | -12 | 2 | -5 | -1
CC1CCN(CC(=O)N2CCN(c3ccccc3)CC2)CC1 | -5 | -4 | -1 | -0.9 | -8 | -1 | -1 | 1
CCC(C(=O)N/N=C/c1cccnc1)c1ccccc1 (stereo unspecified) | -2 | 0 | -2 | -0.6 | 8 | 15 | -1 | -5
COc1ccc(C2CC2/C(=N/O)c2ccccn2)cc1 (stereo unspecified) | 9 | 0 | 4 | 0.8 | 21 | -8 | 1 | -5
Cc1nc(SC(C(N)=O)c2ccccc2)c(C#N)c(C)c1C (stereo unspecified) | 25 | 6 | -32 | 4.7 | 4 | 22 | 1 | 4
CCN(CC#CCC(O)(c1ccccc1)c1ccccc1)C(C)C | 1 | 5 | 19 | -1.1 | 8 | -8 | -3 | -7
COC(=O)CS(=O)(=O)c1ccc(C)cc1 | -3 | 4 | 11 | 0.7 | -6 | -2 | 2 | -11
COc1cccc(/C=C2\C(=O)C(=O)c3ccccc32)c1 | -3 | 9 | 5 | -1.2 | 4 | 13 | -10 | 16
CCOC(=O)N1CCN(C/C(Cl)=C/c2ccccc2)CC1 | -5 | 8 | 22 | 3.2 | -13 | -14 | 2 | 2
Cc1cc(=O)oc2cc(OC(C)C(=O)N3CCCc4ccccc43)ccc12 (stereo unspecified) | 8 | -9 | -138 | -0.8 | -14 | 7 | 0 | -9
CC(C)CNC(=O)CSc1nnc(-c2ccccn2)n1Cc1ccccc1 | -4 | -4 | 24 | 1.3 | -2 | -4 | 0 | 4
CCOC(=O)/C(C#N)=C/c1cccc([N+](=O)[O-])c1 | -5 | 0 | 19 | 0.9 | -23 | -2 | -4 | 3
CC(C)OP(=O)(OC(C)C)C(Nc1ccccc1)c1ccccc1C(F)(F)F (stereo unspecified) | 0 | 9 | 21 | 0.7 | 0 | 16 | 3 | -2
COc1ccc(C(=O)C[n+]2cccc(C)c2C)cc1[N+](=O)[O-] | -12 | -2 | 7 | -0.7 | -5 | 5 | 0 | -2
O=c1[nH]c2cc3c(cc2cc1C(c1nnnn1Cc1ccccc1)N1CCN2CCCC2C1)OCCO3 (stereo unspecified) | -1 | 1 | -274 | 0.5 | -27 | 19 | 1 | -6
CCCn1nc(C(=O)NNC(=O)c2cccc(S(=O)(=O)NC(C)C)c2)c2ccccc2c1=O | -3 | 1 | 22 | 0.4 | -2 | -2 | 2 | -3
COc1ccc(N(CC(=O)Nc2ccc(OC)cc2OC)S(=O)(=O)c2ccccc2)cc1 | 5 | 10 | 21 | 1.1 | 18 | 4 | 2 | 3
Cn1cccc1C(=O)NC(=O)COC(=O)C12CC3CC(CC(O)(C3)C1)C2 | -1 | 62* | -7 | 1.4 | 54* | -7 | 2 | -1
Cc1ccccc1N(CC(=O)Nc1ccc(F)cc1)S(C)(=O)=O | -8 | 9 | 12 | -1.1 | -13 | 9 | 0 | -3
